IMPase inh – qHTS Assay for Identifying the Cell-Membrane Permeable IMPase Inhibitors | inhibition (IP1 accumulation), % at 46.1 µM | 120,000 tested, under 10 active | AID 901, 2007 | CHO-M1 cells, IP1 accumulation, HTRF TR-FRET ratio; active means well fitted curve in the direction sought with a large enough effect in the signal ratio, not every such curve was filed as active; inconclusive means small, poorly fitted or top-dose-only effect, or a change in a side signal; inactive means no such curve, though single readings can be large or run the other way; the % refers to the signal ratio;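 further: cells stimulated with carbachol in lithium chloride buffer; plate controls were DMSO basal wells for no effect and reference inhibitor wells for full effect; higher means more IMPase inhibition seen as more IP1 and lower FRET ratio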
Target sequence (P97697 whole entry, looked up): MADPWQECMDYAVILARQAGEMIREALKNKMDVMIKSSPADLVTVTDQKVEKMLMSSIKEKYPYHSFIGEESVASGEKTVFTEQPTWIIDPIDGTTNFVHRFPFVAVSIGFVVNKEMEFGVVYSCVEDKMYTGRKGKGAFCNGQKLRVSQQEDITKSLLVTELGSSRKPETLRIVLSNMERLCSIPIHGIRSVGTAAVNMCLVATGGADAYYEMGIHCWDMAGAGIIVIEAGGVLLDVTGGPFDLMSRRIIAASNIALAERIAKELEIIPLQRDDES
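The IP-One HTRF competitive assay in carbachol-stimulated CHO-M1 cells quantifies cellular IP1. Compounds spanned up to 46 uM final, and activity is expressed as AC50 from concentration-response fits of the ratio and donor data.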
15-hLO-2 inh – qHTS Assay for Inhibitors of 15-hLO-2 (15-human lipoxygenase 2); 0.56% of 110,000 active; Polyunsaturated fatty acid lipoxygenase ALOX15B (Homo sapiens), O15296; purified 15hLO-2, xylenol orange hydroperoxide absorbance; Potency, µM (top dose mostly 57.1 µM), for the others: at the top dose activity change, negative = inhibition, actives largely listed as inhibitors; further: potency means the concentration at half of the fitted maximal effect; nearly all actives have a fitted effect of over 60% in size; many of its hits are not listed in these tables
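Purified human 15hLO-2 (50 nM) preincubated 15 min with compound, then 45 uM arachidonic acid for 90 min at RT in 25 mM Hepes pH 7.5, 0.01% Triton X-100. Hydroperoxide detected by Fe-xylenol orange; 573/405 nm absorbance ratio.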
PNC inhibitor – High Content Assay for Compounds that inhibit the Assembly of the Perinucleolar Compartment; PC3M PTB-GFP, PNC prevalence imaging, 16 h; stronger effect = lower value; 3.1% of 140,000 active; activity change (PNC), negative = inhibition, % at 10 µM; AID 2417, 2010;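 active means readout at or below -70, meaning at least 70% loss of cells showing the perinucleolar compartment, a nuclear body marking cancer cells; inconclusive means readout between -30 and a set limit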;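 further: plate controls were DMSO wells for no effect and camptothecin positive control wells for full effect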
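PC3M cells stably expressing PTB-GFP, 750–1000 cells/well, treated 16 h at 37 °C with compound (23 nl of library stock), in duplicate. After paraformaldehyde fixation and Hoechst stain, imaged at 20x; PNC prevalence scored by image analysis.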
ALOX12 inhib – qHTS Assay for Inhibitors of 12-hLO (12-human lipoxygenase). Polyunsaturated fatty acid lipoxygenase ALOX12 (Homo sapiens), P18054. purified 12-hLO, xylenol orange hydroperoxide absorbance. Potency, µM (doses to about 57.1 µM), inactives show top-dose activity change, negative = inhibition, hits mostly inhibitors. 0.12% of 150,000 active; further: potency means the concentration at half of the fitted maximal effect; nearly all actives have a fitted effect of over 55% in size; many of its hits are not listed in these tables
Target sequence (P18054 whole entry, looked up): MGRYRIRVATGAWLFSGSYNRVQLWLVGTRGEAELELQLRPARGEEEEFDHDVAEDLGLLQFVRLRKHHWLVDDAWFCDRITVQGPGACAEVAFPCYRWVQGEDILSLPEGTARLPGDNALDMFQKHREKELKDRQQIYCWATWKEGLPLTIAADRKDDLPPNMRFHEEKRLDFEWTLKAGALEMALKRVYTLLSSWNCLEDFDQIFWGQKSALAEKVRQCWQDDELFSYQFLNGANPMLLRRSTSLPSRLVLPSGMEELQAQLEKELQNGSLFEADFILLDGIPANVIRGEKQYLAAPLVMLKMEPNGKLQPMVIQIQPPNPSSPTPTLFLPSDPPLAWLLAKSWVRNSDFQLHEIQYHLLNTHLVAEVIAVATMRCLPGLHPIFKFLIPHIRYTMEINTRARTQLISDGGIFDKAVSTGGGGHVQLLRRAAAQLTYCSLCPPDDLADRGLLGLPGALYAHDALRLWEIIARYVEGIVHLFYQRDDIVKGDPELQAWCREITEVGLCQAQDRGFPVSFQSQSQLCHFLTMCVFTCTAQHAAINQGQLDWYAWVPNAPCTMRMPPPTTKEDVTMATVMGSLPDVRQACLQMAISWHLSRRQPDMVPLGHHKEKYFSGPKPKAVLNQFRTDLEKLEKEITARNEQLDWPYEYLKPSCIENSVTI
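Purified human 12hLO (150 nM), preincubated 15 min with compound, then 40 uM arachidonic acid for 30 min, room temperature, Hepes pH 7.0 with 0.01% Triton X-100. Hydroperoxide detected by ferrous iron/xylenol orange; 573/405 nm absorbance ratio gives reaction progress.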
* = called active by the depositor; ? = inconclusive; nt = no result given; [ ] = remark or other dose. Unless noted, the call rests on the fitted dose curve; in most records, active means well fitted curve in the direction sought with a large enough effect; inconclusive means small, poorly fitted or top-dose-only effect, or another doubt; inactive means no such curve, though single readings can be large; an effect the other way counts as inactive or inconclusive. Unless noted, on the % scale 0 is the no-effect control and ±100 the full control effect.

SMILES	IMPase inh	15-hLO-2 inh	PNC inhibitor	ALOX12 inhib
CCOC(=O)N1CCN(S(=O)(=O)c2ccc3c(c2)SCC(=O)N3)CC1	-2	-12%	-30	-1%
Cc1ccc(Nc2nnc(SCC(=O)Nc3ncc(S(=O)(=O)c4ccc([N+](=O)[O-])cc4)s3)s2)cc1	nt	nt	41	-1%
CCOC(=O)c1cnc2c(c(C)nn2C)c1Oc1ccc(Cl)cc1	4	11%	-18	-1%
CCOC(=O)Cc1csc(SCC(=O)NC2CCCC(C)C2C)n1 (stereo not drawn)	10	nt	?	2%
Nc1nc2c(c(=O)[nH]1)N[C@H](CCNc1ccc(C(=O)O)cc1)CN2	nt	-2%[11.4 µM]	nt	1%[11.4 µM]
CCCC1(C(=O)OCC)NC(c2ccc(O)cc2)C2C(=O)N(c3ccc4c(c3)OCCO4)C(=O)C21 (stereo not drawn)	5	-5%	53	5%
Cc1cc(C)c(S(=O)(=O)c2c(C)cccc2C)c(OCC(C)C)n1	5	2%	?	-2%
Cc1ccc(OCCN2C(=O)c3ccccc3C2=O)c(C)c1	26	8%	22	-3%
CSc1ccc(NC(=O)[C@H]2CCCC[C@@H]2C(=O)O)cc1	nt	-4%[11.4 µM]	nt	3%[11.4 µM]
CCCCCOc1ccc(NS(C)(=O)=O)cc1	1	3%	?	-6%
CCN(CC)c1ccc([N+](=O)[O-])cc1C(=O)O	?	nt	?	-6%
Cc1ccc(NC(=O)CSc2ncnc3ccccc23)cc1S(=O)(=O)N1CCCCCC1	7	nt	17	-2%
CCCOc1ccc([N+](=O)[O-])c(N)c1	nt	nt	32	-1%
O=C(COc1ncnc2ccccc12)N1CCN(C(=O)c2ccco2)CC1	-2	-5%	-12	3%
COc1ccc(/C=N/OCC(=O)NCc2cccs2)c(OC)c1	1	nt	?	1%
CCCC(=O)C1=C(O)C(C(=O)OC)C(C)(C)CC1=NC (stereo not drawn)	9	-1%	?	0%
O=C(Nc1ccc2oc(-c3ccccc3)nc2c1)c1cccnc1	-1	-22%	71	7%
O=C(NCc1cccnc1)c1ccc(NC(=O)c2ccco2)cc1	5	-3%	36	4%
O=C(O)CNC(=O)/C(=C/c1ccco1)NC(=O)/C=C/c1ccccc1	nt	nt	155	-5%
CSc1nsc(SCc2cnc(C)nc2N)n1	0	12%	-11	5%
Cc1ccc2c(C)c(C(=O)N(Cc3cccs3)C3CCS(=O)(=O)C3)oc2c1 (stereo not drawn)	-2	3%	?	-10%
CCOc1ccccc1-n1c(SCC(N)=O)nc2ccccc2c1=O	2	2%	-106*	4%
O=C(NCCCN1CCOCC1)c1cc(-c2ccc(Br)cc2)on1	12	36%[activator]	-7	-3%
O=C(O)C1CCCCC1C(=O)Nc1nccs1 (stereo not drawn)	5	2%	-5	3%
CNc1nc(N)c([N+](=O)[O-])c(NCc2ccccc2)n1	nt	nt	41	0%
More entries.
SMILES	IMPase inh	15-hLO-2 inh	PNC inhibitor	ALOX12 inhib
COc1ccccc1OCC(=O)OC/C(O)=C(\C#N)c1nc2ccccc2[nH]1	8	nt	-18	2%
CCOC(=O)c1ccc(N2C(=O)CC(NC3CCN(C(=O)c4cccc(Cl)c4)CC3)C2=O)cc1 (stereo not drawn)	-2	-18%	6	-1%
CCCn1c(-c2ccc(F)cc2)n[nH]c1=S	-8	2%	-121*	-4%
Oc1[nH]c2ccccc2c1N=Nc1nc2ccccc2s1	5	13%	36	5%
COCCn1c(C)cc(C(=O)COC(=O)c2ccc3c(c2)NC(=O)CS3)c1C	nt	nt	-16	-1%
Cn1c(SCC(=O)N2CCN(c3ccccc3)CC2)nnc1-c1c[nH]c2ccccc12	0	17%	-14	-5%
Nc1cnn(C2CCCO2)c(=O)n1 (stereo not drawn)	-8	3%	?	-4%
Cc1cccc(C(=O)OCC(=O)Nc2ccc(N3CCCCC3)cc2)c1O	-5	-10%	-17	-1%
O=c1ccc(=O)n2n1CC(O)C2	10	-1%	12	0%
CN(C)CC[C@H](c1ccc(Br)cc1)c1ccccn1	6[20.6 µM]	19%[25.6 µM]	nt	0%[25.6 µM]
CCOC(=O)c1sc(/N=C/N(C)C)c(C(=O)OCC)c1C	2	-9%	-82*	-1%
O=C(CCN1C(=O)c2ccccc2C1=O)C1=NN[C@@H]2C(=O)N(c3cccc(Cl)c3)C(=O)[C@H]12	nt	nt	?	-4%
COc1ccc(CC(=O)Nc2ccc(-c3noc(-c4ccc(Cl)cc4)n3)cc2)cc1	-15	nt	63	1%
Cn1c(NC(=O)C2CCCC2)cc(=O)n(C)c1=O	-7	-3%	10	6%
O=C(CNC(=O)c1ccc(Cl)cc1Cl)OCc1nc2ccccc2s1	-1	nt	-19	-5%
C[C@@H](O)C1NC(=O)[C@H](CCCCN)NC(=O)c2cc([N+](=O)[O-])cc(F)c2NCCCC[C@@H](C(N)=O)NC1=O (stereo partly drawn)	nt	nt	37	-2%
Cn1cc(SCC(=O)O)c2ccccc21	2	-2%	?	3%
O=C(O)CC(Cn1[nH]nnc1=S)c1ccccc1 (stereo not drawn)	2	13%	?	-1%
Cc1cc(C)c2c(c1)cc(C)c1nnc(SCC(=O)Nc3ccccc3N3CCOCC3)n12	-5	nt	?	-2%
C=C(C)Cn1c(-c2ccc(OC)cc2)nc2ccccc21	-2	29%	-14	-3%
Cc1cnc(NC(=O)c2cc3c(s2)CCCC3)s1	-4	43%[activator]	13	-17%
CC(NC(=O)c1cccs1)C(c1cccs1)N1CCN(c2ccccc2)CC1 (stereo not drawn)	-2	nt	12	-12%
O=C(Cc1ccc([N+](=O)[O-])cc1)NCc1ccc2c(c1)OCO2	nt	nt	-21	0%
O=C(CCCN1C(=O)c2ccccc2C1=O)N1CCCCC1	1	nt	42	4%
Cc1ccccc1C(=O)NNC(=S)NC(=O)c1cccnc1	nt	nt	-19	0%
The results go on:
SMILES	IMPase inh	15-hLO-2 inh	PNC inhibitor	ALOX12 inhib
COc1ccc(C2(C)NC(=O)N(CC(=O)NCCC3=CCCCC3)C2=O)cc1OC (stereo not drawn)	5	7%	25	2%
O=C(O)C1C2C=CC3(O2)C1C(=O)N1c2ccccc2COC13 (stereo not drawn)	2	-2%	-24	3%
O=C(Nc1ccc2c(c1)OCO2)C1CCN(c2ccc(S(=O)(=O)N3CCOCC3)cc2)CC1	?	-11%	20	-2%
COc1cc(C(=O)NCc2ccc(F)cc2)cc(Cl)c1OC	nt	nt	-8	2%
COc1ccc(-c2nc3cnccn3c2Nc2ccc3c(c2)OCO3)cc1	-2	nt	17	-6%
CCCCNC(=O)c1onc(CSc2cccc(OC)c2)c1C(=O)O	4	-8%	22	-5%
CC(C)CC(=O)Nc1ccc2c(c1)oc1ccccc12	11	-21%	79	0%
C/C=C/C(=O)OCC(=O)Nc1cc([N+](=O)[O-])ccc1Cl	nt	nt	18	-5%
COc1cccc(-c2cc(=O)c3cc(NC(=O)c4ccc(C)cc4)ccc3[nH]2)c1	nt	-28%[0.0915 µM]	nt	1%[0.00818 µM]
O=C(O)CCCCCNS(=O)(=O)c1cccc2c1C(=O)c1ccccc1C2=O	-12	nt	?	8%
C[C@@H]1NC(=O)c2cc([N+](=O)[O-])cc(I)c2OCC[C@@H](C(=O)NC(CC(=O)O)C(N)=O)NC(=O)[C@H](CC(N)=O)NC1=O (stereo partly drawn)	nt	nt	-2	-7%
COc1ccc(S(=O)(=O)Nc2ccc(F)c(F)c2)cc1Cl	-4	-2%	29	-10%
CC1CC(=O)c2cnc(NCC3CCCO3)nc2C1 (stereo not drawn)	-6	-1%[2.29 µM]	-8	-2%
COc1cccc(N2C(=O)C(CC(=O)Nc3ccc(F)cc3)N(C3CCCCC3)C2=O)c1 (stereo not drawn)	18	-1%	-29	-6%
CCCCCn1ccc(=O)c2c(C(F)(F)F)nccc21	nt	nt	3	-1%
O=C(Nc1nnc(-c2ccccc2)o1)NC1CCCCC1	-6	15%	10	-2%
CN(C)c1ncnc2c1ncn2C1OC(CO)C(O)C1O (stereo not drawn)	1	-2%	41	3%
Cc1ccc(CCNC(=O)C2CCN(C(=O)c3sccc3-n3cccc3)CC2)cc1	-5	3%	16	-1%
CSc1ccccc1C(=O)NC1CC2CCC1C2 (stereo not drawn)	13	-1%	?	1%
CC(=O)c1c(C)[nH]c(C(=O)OCC(=O)Nc2ccc(Cl)cc2[N+](=O)[O-])c1C	15	nt	-3	-2%
COc1cccc(C(=O)/C=C/Nc2ccc(S(=O)(=O)Nc3ccc(C(C)=O)cc3)cc2)c1	9	nt	-25	-24%
CCOC(=O)COc1ccc(Cl)cc1C1NC(=O)NC(C)=C1C(C)=O (stereo not drawn)	1	8%	31	2%
CC(C)CNC(=O)c1cccc(NC(=O)CSc2ccccc2)c1	2	nt	-6	0%
CCOC(=O)C1=C(C)N=c2s/c(=C\c3cccn3C)c(=O)n2C1c1cccc(OC)c1OC (stereo not drawn)	6	-10%[2.29 µM]	?	1%
CCOc1nc(SCCOc2ccccc2)nc(N(C)C)n1	2	-1%	?	-2%

In another format: results already given.
Second line of a record – IMPase inh | 15-hLO-2 inh | PNC inhibitor | ALOX12 inhib
COc1ccc(C2(C)NC(=O)N(CC(=O)NCCC3=CCCCC3)C2=O)cc1OC (stereo not drawn)
 : 5 | 7% | 25 | 2%
O=C(O)C1C2C=CC3(O2)C1C(=O)N1c2ccccc2COC13 (stereo not drawn)
 : 2 | -2% | -24 | 3%
O=C(Nc1ccc2c(c1)OCO2)C1CCN(c2ccc(S(=O)(=O)N3CCOCC3)cc2)CC1
 : ? | -11% | 20 | -2%
COc1cc(C(=O)NCc2ccc(F)cc2)cc(Cl)c1OC
 : nt | nt | -8 | 2%

(list continues)
SMILES	IMPase inh	15-hLO-2 inh	PNC inhibitor	ALOX12 inhib
Cc1ccc(C(NC(=O)N2CC(C)OC(C)C2)C(Cl)Cl)cc1F (stereo not drawn)	2	nt	?	-2%
COc1ccccc1C(=O)N1CCN(c2cccc(Cl)c2)CC1	5	-11%	?	-9%
N#Cc1ccc(OCC(=O)NCCc2ccc(S(N)(=O)=O)cc2)cc1	4	-4%	27	-1%
COC(=O)C1(CCSC)NC(c2ccc(O)cc2)C2C(=O)N(c3ccc4c(c3)OCCO4)C(=O)C21 (stereo not drawn)	-1	-5%	?	-2%
FC(F)Oc1ccc(-c2csc(Cc3nnc4n3CCCCC4)n2)cc1	-7	nt	-100*	4%
COc1ccc(NC(=O)C2CCN(C(=O)c3cccs3)CC2)cc1OC	-3	-4%	-7	2%
S=P(c1ccc(N2CCOCC2)cc1N1CCOCC1)(N1CCOCC1)N1CCOCC1	11	-3%	?	-8%
Cc1ccc(NC(=S)NC2CC3CCC(C2)N3Cc2ccco2)c(C)c1 (stereo not drawn)	12	5%	?	0%
Cc1n[nH]c(C)c1S(=O)(=O)N1CCOCC1	-5	4%	6	2%
CN(C)c1ccc(/C=N/NC(=O)C2COc3ccccc3O2)o1 (stereo not drawn)	nt	nt	13	4%
COC(=O)[C@@H]1C2CC3c4[nH]c5cc(OC)ccc5c4CCN3CC2C[C@H](OC(=O)c2cc(OC)c(OC)c(OC)c2)C1OC (stereo partly drawn)	nt	47%[activator]	nt	-4%
N#CCCN(C(=O)COC(=O)c1ccc(CNS(=O)(=O)c2ccc(F)c(Cl)c2)cc1)c1ccc(F)cc1	nt	nt	16	7%
C/C(NCc1ccccc1)=C(\C#N)C(=O)NCc1ccccc1	-7	-1%	?	1%
Cc1ccccc1N1CC(C(=O)Nc2nnc(SCC(=O)Nc3nccs3)s2)CC1=O (stereo not drawn)	nt	nt	4	-2%
COc1ccc2nc(SCC(=O)Nc3ccc(S(=O)(=O)Nc4onc(C)c4C)cc3)[nH]c2c1	0	nt	-16	2%

Bioassay records (PubChem)

The list is partial. The share of hits here may be higher or lower than overall.
